TDP1 block: TDP1 (human) enzyme inhibition; Q9NUW8; recombinant TDP1, AlphaScreen DNA substrate cleavage; Potency, µM (top dose mostly 130 µM), for the others: at the top dose activity change, negative = inhibition, most hits filed as inhibitors; 350,000 compounds, 0.28% hits; further: nearly all actives have a fitted effect of over 40% in size
Target sequence (Q9NUW8 whole entry, looked up): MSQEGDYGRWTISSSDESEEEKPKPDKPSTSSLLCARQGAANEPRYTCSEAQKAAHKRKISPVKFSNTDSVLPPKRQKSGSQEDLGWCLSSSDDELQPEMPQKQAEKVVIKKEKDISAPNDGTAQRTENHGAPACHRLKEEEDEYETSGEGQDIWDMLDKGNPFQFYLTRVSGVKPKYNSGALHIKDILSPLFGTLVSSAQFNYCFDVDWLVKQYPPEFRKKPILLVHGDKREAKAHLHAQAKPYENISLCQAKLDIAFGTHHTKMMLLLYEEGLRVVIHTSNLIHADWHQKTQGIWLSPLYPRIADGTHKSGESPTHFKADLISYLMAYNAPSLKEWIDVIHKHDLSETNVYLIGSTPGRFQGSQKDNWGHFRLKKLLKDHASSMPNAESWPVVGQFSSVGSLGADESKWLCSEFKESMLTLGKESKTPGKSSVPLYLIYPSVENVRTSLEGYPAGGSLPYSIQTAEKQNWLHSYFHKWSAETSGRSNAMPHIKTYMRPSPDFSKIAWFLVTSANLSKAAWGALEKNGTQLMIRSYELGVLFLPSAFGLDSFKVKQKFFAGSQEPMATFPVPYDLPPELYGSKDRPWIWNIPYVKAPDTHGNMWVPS
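Enzyme-compound mixtures sat 15 min at room temperature, followed by a 5 min reaction with 15 nM final substrate and 10 min with AlphaScreen beads. Recombinant human Tdp1 was used at 1 nM final.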
N370S GC mod: inhibitors or activators of N370S glucocerebrosidase for Gaucher disease; P04062; N370S GC spleen homogenate, 4MU-glucoside fluorescence; Potency, µM (top dose mostly 59.4 µM), without a hit: at the top dose activity change, negative = inhibition, most hits filed as inhibitors; 330,000 compounds, 0.092% hits; AID 2101;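 further: 0% = full enzyme activity and -100% = no enzyme basal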
DT40 TDP1 no CPT: qHTS for Inhibitors of human tyrosyl-DNA phosphodiesterase 1 (TDP1): qHTS in cells in absence of CPT; DT40 Tdp1-/- hTDP1 cells, no CPT, ATP luminescence, 48 h; Potency, µM (doses to about 46.2 µM), for the others: top-dose activity change, negative = growth inhibition, usual class: inhibitors; 420,000 compounds, 15% hits; AID 686978, 2013; further: nearly all actives have a fitted effect of over 55% in size
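Camptothecin absent (DMSO only). Human TDP1-complemented DT40 knockout cells, 400 cells/well, 37 °C for minimum 48 hr; ATP measured via CellTiter-Glo, 30 min dark incubation, luminescence.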
The depositor's hits bear a star; u = inconclusive; x = not tested or not shown; & = joins results of further samples; ! = not active in a repeat; [ ] = remark or other dose. The call rests on the fitted dose curve; in most records, active means well fitted curve in the direction sought with a large enough effect; inconclusive means small, poorly fitted or top-dose-only effect, or another doubt; inactive means no such curve, though single readings can be large; an effect the other way counts as inactive or inconclusive. Unless noted, on the % scale 0 is the no-effect control and ±100 the full control effect; potency means the concentration at half of the fitted maximal effect. A portion of the library; count on the stated rates, not on these rows.

Fields: TDP1 block	N370S GC mod	DT40 TDP1 no CPT
- CCCCCCCN1C2=NCCCN2c2ccccc21
    -4%	21%	2.3µM*
- CCC/C=N/NC(=O)c1ccc(F)cc1
    2%	-4%	-14%
- CCOC(=O)c1cnc(Nc2nc3ccccc3o2)nc1CN1CCN(C)CC1
    15%	x	13µM*
- Cc1ccc(S(=O)(=O)Oc2ccccc2/C=N/Nc2ccc(C(=O)O)cc2)cc1
    7%	u	-16%
- O=C(CN1C(=O)C2CC=CCC2C1=O)OCCN1C(=O)c2ccccc2C1=O (stereo not given)
    4%	4%	-2%
- COc1ccc(-c2c(C)n([O-])c3c([n+]2=O)CCCCC3)cc1
    3%	16%	-6%
- O=C(N/N=C/c1sc(N2CCCCC2)nc1-c1cccs1)C1CC1
    7%	7%	-16%
- CC(=O)Nc1cccc(NC(=O)CSc2nc(=O)n(CCCN3CCOCC3)c3c2CCC3)c1
    1%	-8%	3%
- Cc1ccc(NC2=C(Cl)C(=O)OC2OC(=O)c2ccccc2C)cc1 (stereo not given)
    0%	8%	u
- CCOC(=O)c1ccc(OCCOc2cccc(C)c2)cc1
    50µM*	-2%	8%
- CCOc1cc(NC(=O)c2cccs2)c(OCC)cc1NC(=O)c1ccccn1
    -8%	0%	u
- N#CCN(CC#N)C(=O)C1c2ccccc2Oc2ccccc21
    1%	-6%	u
- Cc1cccc(-c2cc(N)n(-c3ccccc3)n2)c1
    -1%	-15%	-25%
- COc1ccc(N/C(=C(/C(Cl)=C(Cl)Cl)[N+](=O)[O-])n2nnc3ccccc32)cc1
    6%	1%	x
- COc1ccc(CCNC(=O)CN(C)S(=O)(=O)c2ccc(OC)cc2)cc1
    x	0%	-23%
- Cc1cc([N+](=O)[O-])ccc1NC(=O)c1csc(C)c1C
    x	-14%	u
- COc1ccccc1C(=O)NC(C)c1cccc2ccccc12 (stereo not given)
    5%[0.0935 µM]	29%	3.7µM*
- Cc1cc(C)cc(NC(=O)COC(=O)CC2CCCC2)c1
    -6%[56.1 µM]	x	-4%
- COc1ccc2[nH]c3c(=O)n(/N=C/c4ccc(OC)c(CN5CCCC5)c4)c(C)nc3c2c1
    0%	10%	u
- CCN(CC)CCn1c(SCC(=O)Nc2ccc3c(c2)CCC3)nc2ccccc2c1=O
    1%[56.1 µM]	x	2.3µM*

Complete entries as entered above:
Shown for `COc1ccc(N/C(=C(/C(Cl)=C(Cl)Cl)[N+](=O)[O-])n2nnc3ccccc32)cc1` : TDP1 block: 6%; N370S GC mod: 1%; DT40 TDP1 no CPT: x
Shown for `CC(=O)Nc1cccc(NC(=O)CSc2nc(=O)n(CCCN3CCOCC3)c3c2CCC3)c1` : TDP1 block: 1%; N370S GC mod: -8%; DT40 TDP1 no CPT: 3%

The list goes on:
Fields: TDP1 block	N370S GC mod	DT40 TDP1 no CPT
- O=C(NCc1cccs1)C1CC1
    -8%	4%	-6%
- Cc1ccc(C)c(NC(=S)Nc2cccnc2)c1
    1%	19%	5%
- CSc1ncc(Cl)c(C(=O)Nc2c(C(=O)Nc3cccc(Cl)c3)oc3ccccc23)n1
    -2%	x	u
- CCOCc1[nH]c(=S)[nH]c(=O)c1Cc1ccc(OCC)cc1
    3%	17%	-14%
- CCc1ccc(NC(=O)CCS(=O)(=O)c2ccc3c(c2)n(C)c(=O)c(=O)n3C)cc1
    5%	x	-3%
- Cc1ccc(NNC(=O)c2c(C)noc2C)cc1Cl
    11%	-3%	-22%
- Cc1cccc(OC(=O)C2C(c3ccccc3)C(C(=O)O)C2c2ccccc2)c1 (stereo not given)
    -8%	x	5%
- Cc1ccc(S(=O)(=O)NCC(=O)OC(C)C(=O)NC(=O)NC2CCCCC2)cc1C (stereo not given)
    1%	x	-20%
- COc1ccc(NC(=O)CSc2nnc(-c3cccnc3)o2)cc1
    -2%	x	-2%
- CCOC(=O)NC(c1ccc(C(C)C)cc1)C(Cl)(Cl)Cl (stereo not given)
    2%	6%	-9%
- COc1ccc(CCNC(=O)COc2cccc3c2OC(C)(C)C3)cc1OC
    6%	4%	u
- COc1cccc(-n2nnnc2SCC(=O)NCCc2ccc(OC)c(OC)c2)c1
    3%	3%	-22%
- CCOc1ccc(CCNC(=O)c2cccc3c2C(=O)N(CCOC)C3)cc1OCC
    x	-1%	u
- C/C(=C\C(=S)Nc1ccccc1)Nc1cccc2ccccc12
    12%	3%	23µM*
- CC(=O)c1cccc(N=Cc2c(O)c3ccccc3oc2=O)c1
    3%	-1%	3%
- OCCC1CN(Cc2nc3c(s2)CCCC3)CCN1CCc1ccccc1 (stereo not given)
    x	7%	-29%
- CCOc1ccc(-c2nc(S(=O)(=O)c3ccccc3)c(NCc3cccnc3)o2)cc1
    x	-2%	u
- COc1ccc(C(=O)Nc2ccc(Cl)cc2C(=O)NCc2ccco2)cc1
    -2%	9%	6.5µM*
- CC1CC1C(=O)OCC(=O)Nc1cccc(Br)c1 (stereo not given)
    -5%	1%	-22%
- CC(C)(C)NC(=O)C1CC(=O)OC12CCOC(C)(C)C2 (stereo not given)
    -10%	4%	2%
- Cc1ccc(C(NC(N)=O)c2ccccc2C)cc1 (stereo not given)
    -2%	24%	-10%
- CCOC(=O)C1=C(C)Nc2nc(SCC(=O)OC)nn2C1c1cc(F)cc(F)c1 (stereo not given)
    6%	-5%	u
- COC(=O)c1ccc(Sc2ccccc2NS(=O)(=O)c2ccc(NC(C)=O)cc2)nc1
    3%	-3%	-14%
- C(=C\c1nc(-c2cccnc2)no1)/c1ccccc1
    6%	0%	-11%
- CC1CCN(C(=O)CNC(=O)CNS(=O)(=O)c2ccccc2)CC1
    x	-7%	-14%
- CCc1ccc(NC(=O)N2CCN(c3ccc(F)cc3)CC2)cc1
    x	-3%	26µM*
- COc1cccc(NC(=O)CN(C)S(=O)(=O)c2ccc3c(c2)n(C)c(=O)c(=O)n3C)c1
    3%	0%	24%
- CC(CN1CCCCC1)c1ccccc1 (stereo not given)
    x	-11%	-6%
- O=C(NNCNNC(=O)c1ccncc1)c1ccncc1
    3%	x	u
- O=C(Nc1ccccc1)N1CCSc2cc(Cl)ccc21
    0%	-24%	-8%
- O=C(NC(=O)c1ccccc1)Nc1ccc(Cl)cn1
    2%[56.1 µM]	-12%	13%
- COC(=O)c1ccc(C)c(NC(=S)NCc2ccc(Cl)cc2)c1
    2%	0%	u
- N#Cc1cc2c(OCC(O)CN3CCN(C(c4ccccc4)c4ccccc4)CC3)cccc2[nH]1 (stereo not given)
    12%&16%	-25%&-9%	5.6µM*
- CCCCN(C)C(=O)c1cccc(OC2CCN(CC(C)(C)C)CC2)c1
    x	-19%	u
- CCCCn1c(N)c(N(Cc2ccccc2OC)C(=O)CCSC)c(=O)[nH]c1=O
    3%	-22%	-1%
- Cn1ccnc1C(O)(c1nnc(-c2ccccc2)o1)C(F)(F)F (stereo not given)
    3%	1%	-12%
- Cc1cc(C)n2nc(C(=O)Nc3cccc(S(=O)(=O)N4CCOCC4)c3)nc2n1
    5%	3%	-5%
- CCCc1cc(=O)[nH]c(SCCOc2ccc(Cl)cc2)n1
    -4%	17%	-1%
- CCOc1ccc(N(CC(=O)Nc2cc(C)cc(C)c2)S(C)(=O)=O)cc1
    x	-14%	u
- CC(C)(C)CC(=O)Nc1ccc(-c2cn3cccnc3n2)cc1
    x	u	-15%

Single values from the list:
`COC(=O)c1ccc(C)c(NC(=S)NCc2ccc(Cl)cc2)c1` in N370S GC mod has 0%
`Cc1cc(C)cc(NC(=O)COC(=O)CC2CCCC2)c1` in TDP1 block has -6%[56.1 µM]
`COc1cccc(NC(=O)CN(C)S(=O)(=O)c2ccc3c(c2)n(C)c(=O)c(=O)n3C)c1` in TDP1 block has 3%
`CCOC(=O)c1ccc(OCCOc2cccc(C)c2)cc1` in DT40 TDP1 no CPT has 8%

Sorted by heavy-atom count (low to high): some entries from above.
Fields: TDP1 block	N370S GC mod	DT40 TDP1 no CPT
- CC(CN1CCCCC1)c1ccccc1 (stereo not given)
    x	-11%	-6%
- O=C(NC(=O)c1ccccc1)Nc1ccc(Cl)cn1
    2%[56.1 µM]	-12%	13%
- O=C(Nc1ccccc1)N1CCSc2cc(Cl)ccc21
    0%	-24%	-8%

7 compounds drawn at random from those above:
Fields: TDP1 block	N370S GC mod	DT40 TDP1 no CPT
- O=C(Nc1ccccc1)N1CCSc2cc(Cl)ccc21
    0%	-24%	-8%
- CCOc1ccc(N(CC(=O)Nc2cc(C)cc(C)c2)S(C)(=O)=O)cc1
    x	-14%	u
- Cc1cc(C)n2nc(C(=O)Nc3cccc(S(=O)(=O)N4CCOCC4)c3)nc2n1
    5%	3%	-5%
- CCOC(=O)C1=C(C)Nc2nc(SCC(=O)OC)nn2C1c1cc(F)cc(F)c1 (stereo not given)
    6%	-5%	u
- O=C(NC(=O)c1ccccc1)Nc1ccc(Cl)cn1
    2%[56.1 µM]	-12%	13%
- CC(C)(C)CC(=O)Nc1ccc(-c2cn3cccnc3n2)cc1
    x	u	-15%
- O=C(NNCNNC(=O)c1ccncc1)c1ccncc1
    3%	x	u

Later entries.
Fields: TDP1 block	N370S GC mod	DT40 TDP1 no CPT
- O=C(CSc1ccc2ccccc2n1)NC1CC1
    -1%	x	-21%
- COc1ccc(S(=O)(=O)c2nnn(-c3cccc(Cl)c3)c2N)cc1
    0%&3%	-2%	21µM*!
- Cc1[nH]c2ccc(C(=O)NC3CCC(C)CC3)cc2c1C (stereo not given)
    8%	2%	12µM*
- CC(=O)N1CCC2(CC1)OC(=O)C(C)=C2C(=O)Nc1cccc(Cl)c1C
    -6%	x	5%
- Cc1cc(N2CC(C)OC(C)C2)nc2ccccc12 (stereo not given)
    5%	13%	u
- OCC[C@H]1C[C@@H](O)[C@H](O)[C@@]2(Cc3ccccc3CO2)O1
    -2%	0%	2%
- Cc1nc2nc(COc3ccccc3)nn2c(C)c1Cl
    5%	1%	-19%
- Cc1ccc(-c2nn3c(C)nnc3s2)cc1NC(=O)c1ccc(Br)o1
    6%	3%	-21%
- COC(=O)c1cc2oc(C)cc2n1CC(=O)N1CCCc2ccccc21
    8%	1%	u
- Cc1cccc(C)c1OCc1n[nH]c(=S)n1-c1ccccc1
    3%	3%	u
- O=C(NN1C(=O)/C(=C/c2ccc(O)c([N+](=O)[O-])c2)SC1=S)c1ccccc1Cl
    5%	-10%	-13%
- N/C(=N\OC(=O)CC1CCCCC1)c1ccccn1
    2%	2%	-8%
- CCOc1ccc(-n2c(SCc3cc(=O)oc4cc(C)ccc34)nnc2-c2cccnc2)cc1
    3%	2%	u
- COC(=O)C1=C(C)N(Cc2ccccc2)C(=NCCc2ccccn2)N[C@H]1c1cccc(C(F)(F)F)c1
    1%	-24%	15µM*
- Cn1c(CNC(=O)c2ccco2)nnc1SCC(=O)Nc1c(F)cc(F)cc1Br
    0%	3%	-5%
- O=C(NCc1nc2ccccc2[nH]1)C1=C[C@@H](c2csc3ccccc23)C[C@@H](OCCCCO)O1
    x	-11%	u
- CCc1cccc(C)c1NS(=O)(=O)c1c(C(=O)N2CCC(C)CC2)c(C)n(C)c1C
    1%	x	u
- COCCn1c(-c2ccc(OC)cc2)cnc1SCC(=O)Nc1cc(C)on1
    3%	1%	-23%
- Cc1nc(Nc2ccc(S(=O)(=O)N3CCCCC3C)cc2)c2nnn(Cc3ccccc3)c2n1 (stereo not given)
    0%	2%	23µM*
- CCOC(=O)c1ccc(NC(=S)Nc2ccccc2)cc1
    -3%	2%	u
- O=C(O)c1ccc(C[n+]2c(-c3ccccc3)csc2Nc2ccccc2)cc1
    3%	29%	-24%
- CCCCn1c(O)c(N=Nc2ccccn2)c2ccccc21
    -1%	4%	u
